Screens as filed in PubChem.
C1s block: blocks human complement C1s protease activity; P09871; purified C1s, fluorogenic AMC substrate, pooled mixtures; mean inhibition % of two 10-compound mixtures (hits give high values), % at 5 µM (by protocol); actives 0.16% (n = 62,000);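 active = inhibition above 20% in each of the two 10-compound mixture wells holding the compound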;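 note: 0% = enzyme wells lacking compound mixture and 100% = no-enzyme blank wells; some compounds called inactive have numbers as strong as hits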
AP complement: orthogonal test for alternative complement pathway inhibitors; inhibition, % at 5 µM; Human serum alternative complement pathway, LPS-coated ELISA, C3 deposition; tested in compound mixtures; actives 0.08% (n = 62,000);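 active = inhibition above 30% in each of the two pooled mixtures holding the compound, so the lower value exceeds 30%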;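 note: 0% = serum in Mg-EGTA without compound and 100% = EDTA serum blank; some compounds past the cut are filed as inactive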
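Assay system: human serum alternative complement pathway, C3 deposition on LPS-coated wells; Dosing: 5 µM per compound in ten-compound mixtures; Detection: Anti-C3 ELISA, OD 450 nm; Buffer or medium: Mg2+-EGTA GVB++ buffer containing human serum at 1:15 dilution; Timing: 1 h at 37 °C; Replication: two different pools per compound.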
Cathepsin G inh: blocks human cathepsin G enzyme activity; inhibition, % at 5 µM (by protocol); AID 581; actives 0.2% (n = 62,000); P08311; purified enzyme, AMC-tetrapeptide fluorescence, pooled mixtures;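 active = inhibition above 20% in each of the two mixture wells holding the compound; inactive = inhibition of 20% or less in either well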;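 note: 0% = enzyme control without mixture and 100% = blank lacking enzyme; strong numbers were not always called active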
CatB mix inh: human cathepsin B inhibition by mixtures; inhibition, %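 (ten-compound pools at 5 µM per compound and 50 µM total)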; actives 0.06% (n = 62,000); Purified cathepsin B, AMC dipeptide fluorescence, compound mixtures; P07858; AID 488; in the data active = inhibition above about 22%, passing the limit was not always enough;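 note: 0% = enzyme without compound and 100% = no enzyme blank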
FXIa mix inh: inhibitors of human coagulation factor XIa, pooled mixtures; AID 680; purified FXIa, fluorogenic substrate; actives 0.19% (n = 62,000); inhibition, % at 5 µM;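 note: each value is inhibition by a whole ten-compound pool holding the compound; 0% = enzyme with no mixture and 100% = wells lacking enzyme; strong numbers were not always called active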
FXIIa mix inh: blocks human factor XIIa in pooled compound mixtures | inhibition, % at 5 µM | P00748 | AID 684 | actives 0.2% (n = 62,000) | purified FXIIa, fluorogenic substrate;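 note: 0% = enzyme without compound and 100% = no enzyme blank; some results filed as inactive read as strong as hits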
Target sequence (P00748 20-372 limits assumed): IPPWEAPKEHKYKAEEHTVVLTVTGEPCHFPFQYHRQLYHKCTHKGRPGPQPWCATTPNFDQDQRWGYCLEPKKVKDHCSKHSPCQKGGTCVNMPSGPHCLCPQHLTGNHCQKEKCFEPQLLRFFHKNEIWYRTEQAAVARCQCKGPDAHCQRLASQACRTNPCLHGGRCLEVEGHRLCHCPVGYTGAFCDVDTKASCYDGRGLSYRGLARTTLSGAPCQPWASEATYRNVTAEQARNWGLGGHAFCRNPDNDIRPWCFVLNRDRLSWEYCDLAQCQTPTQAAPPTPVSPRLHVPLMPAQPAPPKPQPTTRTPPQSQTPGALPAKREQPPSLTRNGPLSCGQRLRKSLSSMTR
Target sequence (P00748 373-615 limits assumed): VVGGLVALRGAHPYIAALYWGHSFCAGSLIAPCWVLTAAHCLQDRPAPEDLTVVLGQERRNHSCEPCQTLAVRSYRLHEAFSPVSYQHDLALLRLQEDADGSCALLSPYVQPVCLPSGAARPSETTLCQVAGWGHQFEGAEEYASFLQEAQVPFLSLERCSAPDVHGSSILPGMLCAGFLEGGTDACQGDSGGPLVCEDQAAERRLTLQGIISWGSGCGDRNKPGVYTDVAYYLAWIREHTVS
CatL block: inhibitors of human cathepsin L. actives 0.17% (n = 58,000). purified cathepsin L, fluorogenic substrate, fluorescence. inhibition, %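 (tested at 10 µM)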. AID 460. P07711; in the data active = inhibition above about 45%;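 note: 0% = enzyme with no compound and 100% = no enzyme blank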
Target sequence (P07711 114-288 limits assumed): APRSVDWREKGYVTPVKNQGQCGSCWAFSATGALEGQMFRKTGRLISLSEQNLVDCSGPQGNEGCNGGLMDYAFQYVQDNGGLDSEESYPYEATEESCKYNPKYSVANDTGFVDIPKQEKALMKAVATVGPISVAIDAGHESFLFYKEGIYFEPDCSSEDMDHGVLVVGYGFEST
Target sequence (P07711 292-333 limits assumed): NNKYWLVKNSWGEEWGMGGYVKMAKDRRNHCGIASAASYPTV
CatB inh: blocks human cathepsin B protease activity; P07858; purified cathepsin B, fluorogenic substrate, fluorescence; inhibition, %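 (tested at 10 µM)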; actives 0.1% (n = 63,000); AID 453; in the data active = inhibition above about 21%;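 note: 0% = enzyme with no compound and 100% = no enzyme blank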
CatS inh: inhibitors of human cathepsin S. AID 501. recombinant cathepsin S, AMC dipeptide fluorescence, pooled mixtures. actives 0.06% (n = 62,000). inhibition, %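 (tested at 5 µM per compound within 10-compound mixtures)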. P25774; in the data active = inhibition above about 32%, passing the limit was not always enough;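 note: 0% = enzyme without compound and 100% = blank without enzyme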
* = called active by the depositor; . = no result given. Cut-off read from the data, not from the text of the source, unless noted: active = inhibition above about 20% (passing the limit was not always enough); inactive = the rest.

# | molecule | FXIIa mix inh | CatB inh | C1s block | Cathepsin G inh | AP complement
1 | Cc1nn(C)c(C)c1S(=O)(=O)N(CC(=O)NCCN1CCOCC1)c1ccc(C(C)C)cc1 | 5 | 0 | 7 | 4 | 4
2 | CCOc1ccccc1NC(=O)CSc1nnc(Cc2cccn2C)n1-c1ccc(F)cc1 | 10 | -1 | 3 | 0 | 10
3 | CC1CCCCN1C(=O)Cn1c(=O)n(CCC(=O)NCc2ccco2)c(=O)c2sccc21 (centres undefined) | 2 | 0 | -9 | 6 | -5
4 | CCCc1cc(=O)[nH]c(SCC)n1 | -3 | 1 | -23 | -6 | 7
5 | O=C(O)CCC(=O)CCC(=O)c1ccc(Cl)cc1 | 6 | 2 | 2 | 8 | 20
6 | CCOC(=O)c1ccc(NC(=O)C2CCN(S(=O)(=O)CC)CC2)cc1 | 1 | 2 | -71 | -1 | 6
7 | CCOC(=O)C1CCCN(C(=O)Cn2nc(Cc3cccnc3)c3ccccc3c2=O)C1 (centres undefined) | -14 | -3 | 5 | 9 | 14
8 | CC(C)N(CCc1ccncc1)C(=O)Nc1ccc(F)cc1 | -1 | 0 | 6 | 9 | 3

# | CatB mix inh | CatS inh | CatL block | FXIa mix inh
1 | -1 | 4 | 19 | 3
2 | 6 | -3 | 14 | 8
3 | 1 | 1 | 22 | 1
4 | 4 | -4 | 13 | 4
5 | 26 | -5 | . | 3
6 | -1 | -1 | . | -16
7 | 4 | -4 | -5 | 9
8 | 1 | 2 | . | 5

Compound profiles (already shown).
`CCOc1ccccc1NC(=O)CSc1nnc(Cc2cccn2C)n1-c1ccc(F)cc1` as listed: FXIIa mix inh = 10; CatB inh = -1; C1s block = 3; Cathepsin G inh = 0; AP complement = 10; CatB mix inh = 6; CatS inh = -3; CatL block = 14; FXIa mix inh = 8
`CCOC(=O)C1CCCN(C(=O)Cn2nc(Cc3cccnc3)c3ccccc3c2=O)C1` (centres undefined) as listed: FXIIa mix inh = -14; CatB inh = -3; C1s block = 5; Cathepsin G inh = 9; AP complement = 14; CatB mix inh = 4; CatS inh = -4; CatL block = -5; FXIa mix inh = 9

Further entries follow.
# | molecule | FXIIa mix inh | CatB inh | C1s block | Cathepsin G inh | AP complement
9 | CCOc1cccc2sc(NC(=O)c3ccc(Br)s3)nc12 | -8 | 2 | 11 | 8 | 13
10 | C=CCN1C(=O)C2(/C(=C(\O)c3ccc4c(c3)OCCO4)C(=O)C(=O)N2CCCOC)c2ccccc21 (centres undefined) | 3 | 3 | 9 | 9 | 3
11 | CC(C)(C)n1ncc2c(=O)n(CC(=O)c3ccccc3)cnc21 | 6 | 7 | -27 | 9 | 7
12 | COCCn1c(N)c(NCc2ccccc2)c(=O)n(CC(=O)Nc2cc(C)ccc2C)c1=O | 9 | 0 | -6 | 1 | 14
13 | CCOC(=O)C1CCN(CC(=O)c2c(C)[nH]c3ccccc23)CC1 | 8 | 12 | -2 | -3 | -2
14 | CCOC(=O)C1CCCN(S(=O)(=O)c2cccc3cccnc23)C1 (centres undefined) | 3 | 6 | 10 | 9 | 4
15 | CN(C(=O)COc1cc(=O)n(C)c2ccccc12)c1ccc(Br)cc1 | 10 | -2 | 9 | 7 | 8
16 | CCOC(=O)c1cnn(-c2ncnc3sc4c(c23)CCC4)c1N | -5 | 0 | 16 | 12 | 13

# | CatB mix inh | CatS inh | CatL block | FXIa mix inh
9 | 0 | 4 | 11 | 6
10 | 6 | -18 | 1 | 4
11 | 3 | -19 | 2 | -2
12 | -4 | -3 | 1 | 5
13 | 6 | 14 | 9 | 3
14 | 1 | 0 | 12 | 7
15 | 1 | 6 | 22 | -2
16 | 5 | 1 | -2 | 2

(cont.)
# | molecule | FXIIa mix inh | CatB inh | C1s block | Cathepsin G inh | AP complement
17 | COc1cccc(NS(=O)(=O)c2ccc3[nH]cc(C(=O)NC4CC4)c(=O)c3c2)c1 | 5 | -3 | 7 | -2 | 12
18 | COc1ccc(OC(C)C(=O)N2CCc3ccccc3C2)cc1 (centres undefined) | 7 | 1 | 17 | 12 | 7
19 | Cc1cc(C)n2c3c(c(C#N)c2n1)CCCC3 | 13 | -2 | -14 | 3 | -2
20 | COC(=O)c1cccc2c1-c1ccccc1/C2=N/O | 2 | 3 | -7 | 6 | 3
21 | O=C(OCc1nc2ccccc2s1)C1CCN(S(=O)(=O)c2cccs2)CC1 | 5 | -4 | 1 | 1 | 7
22 | O=C(O)C1CCCN(S(=O)(=O)c2ccc(F)cc2)C1 (centres undefined) | -27 | 2 | -1 | -2 | 7
23 | CC(C)c1cc(C(=O)O)on1 | -7 | 4 | -18 | 4 | 9
24 | Cc1ccc(CNc2nc3c([nH]2)c(=O)n(C)c(=O)n3C)cc1 | 5 | 1 | -7 | -1 | 11

# | CatB mix inh | CatS inh | CatL block | FXIa mix inh
17 | 7 | 0 | 45 | 12
18 | 3 | -1 | 1 | 10
19 | 2 | 15 | 0 | 7
20 | 2 | 10 | -2 | 5
21 | -2 | 14 | 3 | -3
22 | 1 | 3 | . | 8
23 | 0 | -14 | -1 | -6
24 | -1 | 13 | 7 | 3

(continued)
# | molecule | FXIIa mix inh | CatB inh | C1s block | Cathepsin G inh | AP complement
25 | Cc1ccc(C)c(N(CC(=O)NCCSCc2ccco2)S(C)(=O)=O)c1 | 2 | -1 | 11 | 8 | 9
26 | N#CCSc1ncnc2sc3c(c12)CCC3 | 8 | 4 | -46 | -11 | -5
27 | COC(=O)c1ccc(CSc2nc3c(c(=O)n2-c2ccc(C)cc2)SCC3)o1 | -5 | 1 | 1 | 0 | 7
28 | CSc1ccccc1C(=O)Nc1cccc(C(C)O)c1 (centres undefined) | 10 | 3 | 3 | 11 | -6
29 | O=C(Nc1ccccc1)c1ccc(NCc2ccco2)c(S(=O)(=O)N2CCOCC2)c1 | -14 | 4 | 13 | 9 | -6
30 | O=C(Nc1ccc(NC(=O)C2CC2)nc1)c1cccs1 | 16 | 4 | 16 | 12 | 8
31 | CCOc1ncccc1C(=O)OCC(=O)NCCc1ccc(OC)cc1 | 4 | -1 | 23 | 15 | 7
32 | Cc1cc(=O)[nH]c2c1c(C)nn2-c1ccccc1 | 5 | -5 | 2 | 0 | -5

# | CatB mix inh | CatS inh | CatL block | FXIa mix inh
25 | 5 | 1 | 1 | 7
26 | 4 | 42 | -1 | 5
27 | 0 | -1 | 0 | 2
28 | -3 | 9 | 9 | 3
29 | 1 | 12 | 21 | 5
30 | 3 | 0 | 5 | 1
31 | 5 | -1 | 6 | 6
32 | 3 | -8 | -14 | 6

New compounds follow:
# | molecule | FXIIa mix inh | CatB inh | C1s block | Cathepsin G inh | AP complement
33 | CCCCNC(=O)c1ccc2c(c1)N(CC)C(=O)c1ccccc1S2(=O)=O | -5 | 7 | -85 | -3 | 7
34 | c1ccc(NCc2nnc3n2CCCCC3)cc1 | 9 | 6 | 14 | 18 | 4
35 | CCOc1ccc(C2/C(=C(\O)c3cccc(OC)c3)C(=O)C(=O)N2c2cc(C)on2)cc1OC (centres undefined) | 5 | 3 | 3 | 0 | 5
36 | COCCn1c(=O)[nH]c2cc(C(=O)NCCc3ccc(OC)c(OC)c3)ccc2c1=O | 1 | -1 | -33 | 1 | 12
37 | CCOCCCN(CCC#N)S(=O)(=O)c1ccc(S(=O)(=O)N2CCCC2)cc1 | 6 | 5 | -5 | 7 | 5
38 | Cc1ccc2c(c1)[nH]c1c(=O)n(CCN3CCNCC3)cnc12 | -18 | 2 | -25 | -2 | 3
39 | CN(CC(=O)Nc1ccncc1)S(=O)(=O)c1ccc(Cl)cc1 | 2 | 2 | -1 | -2 | 4
40 | CCc1ccc(C(=O)Nc2nnn(CC)n2)cc1 | 6 | -1 | -14 | -9 | -14

# | CatB mix inh | CatS inh | CatL block | FXIa mix inh
33 | -4 | 1 | 7 | -14
34 | 0 | -8 | 15 | 5
35 | 0 | 3 | 2 | 8
36 | 7 | 0 | -5 | 0
37 | 1 | 11 | 6 | -2
38 | -2 | -7 | 0 | -3
39 | 0 | -5 | -1 | 10
40 | -4 | 0 | -5 | 3

Next part (6 carried over from the part before).
# | molecule | FXIIa mix inh | CatB inh | C1s block | Cathepsin G inh | AP complement
35 | CCOc1ccc(C2/C(=C(\O)c3cccc(OC)c3)C(=O)C(=O)N2c2cc(C)on2)cc1OC (centres undefined) | 5 | 3 | 3 | 0 | 5
36 | COCCn1c(=O)[nH]c2cc(C(=O)NCCc3ccc(OC)c(OC)c3)ccc2c1=O | 1 | -1 | -33 | 1 | 12
37 | CCOCCCN(CCC#N)S(=O)(=O)c1ccc(S(=O)(=O)N2CCCC2)cc1 | 6 | 5 | -5 | 7 | 5
38 | Cc1ccc2c(c1)[nH]c1c(=O)n(CCN3CCNCC3)cnc12 | -18 | 2 | -25 | -2 | 3
39 | CN(CC(=O)Nc1ccncc1)S(=O)(=O)c1ccc(Cl)cc1 | 2 | 2 | -1 | -2 | 4
40 | CCc1ccc(C(=O)Nc2nnn(CC)n2)cc1 | 6 | -1 | -14 | -9 | -14
41 | CN1CCN(S(=O)(=O)c2ccc(-c3ccc(Cl)cc3)cc2)CC1 | 1 | 7 | -4 | 7 | 5
42 | CC(=O)Nc1ccc(C(=O)Nc2ccc(S(=O)(=O)N3CCCC3)cc2)cc1 | -2 | -2 | 4 | -1 | 19
43 | COc1cc(NC(=O)c2cccs2)ccc1NC(=O)c1ccco1 | -7 | 5 | 11 | 7 | 11
44 | CCC(NC(=O)c1ccccc1NC(=O)c1ccccc1)C(=O)O (centres undefined) | 18 | 0 | 2 | -1 | 2
45 | COc1cccc(-c2nnc3n2N=C(c2cc(OC)ccc2OC)CS3)c1 | 6 | 5 | 9 | 9 | 1
46 | Cc1ccc2c(c1)N(CC(=O)NC1CCCc3ccccc31)C(=O)CO2 (centres undefined) | 11 | -3 | 4 | 8 | 13
47 | COc1ccccc1CNC(=O)C(NC(=O)C1CCCCC1)C(C)C (centres undefined) | 6 | -3 | -10 | 5 | 15
48 | Cc1ccc(C)c2[nH]c(=O)c(C(c3nnnn3C3CCCC3)N3CCOCC3)cc12 (centres undefined) | 8 | -1 | -43 | 1 | -6

# | CatB mix inh | CatS inh | CatL block | FXIa mix inh
35 | 0 | 3 | 2 | 8
36 | 7 | 0 | -5 | 0
37 | 1 | 11 | 6 | -2
38 | -2 | -7 | 0 | -3
39 | 0 | -5 | -1 | 10
40 | -4 | 0 | -5 | 3
41 | 4 | 6 | 26 | 16
42 | 9 | 16 | 22 | 8
43 | 1 | 5 | 12 | 9
44 | 2 | -2 | 4 | 3
45 | -2 | 11 | . | 1
46 | 3 | 1 | 1 | -3
47 | 5 | 2 | 12 | 2
48 | -3 | -1 | 22 | -13

Limited to Cathepsin G inh and CatL block, for 3 of the compounds above:
item	canonical_smiles	Cathepsin G inh	CatL block
19	Cc1cc(C)n2c3c(c(C#N)c2n1)CCCC3	3	0
23	CC(C)c1cc(C(=O)O)on1	4	-1
46	Cc1ccc2c(c1)N(CC(=O)NC1CCCc3ccccc31)C(=O)CO2 (centres undefined)	8	1

Only part of the results is shown; count on the stated rates, not on these rows.
